From PubChem BioAssay
NCI-60 one-dose screen, 48 h, at 10 µM unless noted. Numbers give growth in % (100 = growth as untreated, 0 = no growth, -100 = all killed).
MDA-MB-468 – MDA-MB-468 breast cancer; 8.5% of 78,000 active; AID 2202374
K-562 – K-562 leukemia. 7.4% of 78,000 active
SR – SR leukemia cells; 8.7% of 73,000 active
MOLT-4 – MOLT-4 leukemia cells; 6.9% of 80,000 active; AID 1794779
RPMI-8226 – RPMI-8226 leukemia cells | 7.5% of 77,000 active
MDA-MB-435 – MDA-MB-435 melanoma; AID 1794794; 7.8% of 82,000 active
MDA-MB-231 – MDA-MB-231 breast cancer | 5% of 81,000 active
MCF7 – MCF7 breast cancer. 6.3% of 82,000 active
Active calls of the source: *; . = no result given. How the source made its calls: active means growth percent below 10; inactive means the rest. An unsorted share of the library (roughly 15% active in at least one column).

Preview (2 entries):
SMILES	MDA-MB-468	K-562	SR	MOLT-4	RPMI-8226	MDA-MB-435	MDA-MB-231	MCF7
NS(=O)(=O)c1ccc(-n2nccc2-c2cc3ccccc3oc2=O)cc1	106	102	94	106	95	105	118	105
CCCCCN1C=C/C(=C\C(=O)N(C)c2ccc(OC)cc2)c2ccccc21	90	90	97	96	92	104	105	98

Results (from the top)
SMILES	MDA-MB-468	K-562	SR	MOLT-4	RPMI-8226	MDA-MB-435	MDA-MB-231	MCF7
NS(=O)(=O)c1ccc(-n2nccc2-c2cc3ccccc3oc2=O)cc1	106	102	94	106	95	105	118	105
CCCCCN1C=C/C(=C\C(=O)N(C)c2ccc(OC)cc2)c2ccccc21	90	90	97	96	92	104	105	98
Cc1ccc(C)c2c1SC1=NNC(N3CCOCC3)=C(C#N)C(=N)N12	113	99	97	90	92	99	99	100
Cc1onc(-c2ccc3cc[nH]c3c2)c1C(=O)Nc1ncc([N+](=O)[O-])s1	73	77	88	80	.	.	88	83
Cc1cccc(NC(=O)[C@@H]2c3ccccc3C(=O)N(c3ccc(Cl)cc3)[C@H]2c2ccc(Cl)cc2)n1	18	48	34	36	24	47	32	41
O=S(=O)(CCN1CCOCC1)Nc1cc(-c2ccc3ncnc(Nc4ccc(F)c(Cl)c4)c3c2)cnc1Cl	-34*	42	19	-8.6*	9.8*	6.9*	-1.3*	14
COc1cccc2nc(Nc3cccc(NC(=O)c4cc(N5CCOCC5)cc(C(F)(F)F)c4)c3)ccc12	67	45	74	35	32	55	93	45
Oc1ccc(Cl)c(O)c1	118	88	91	95	.	104	108	102
Cc1nc(-c2cc3ccccc3oc2=O)ccc1C(=O)/C=C/c1ccc2c(c1)OCO2	104	107	91	106	102	102	105	77
COc1cc2c(c(OC)c1OC)C(=O)CC(c1cccc(C(=O)Nc3ccccc3Br)c1)O2 (stereo not drawn)	79	74	64	69	69	84	91	69
COc1cc(NC(=O)c2ccc3c(c2)nc(-c2ccco2)n3CCCOC(C)C)cc(OC)c1OC	86	80	82	74	60	93	76	93
CN(C1c2ccccc2Oc2ccccc21)S(=O)(=O)c1ccc(Cl)cc1	78	79	87	73	97	97	87	94
CCCCC/C=C\C/C=C\CCCCCCCCOc1cccc(CCOP(=O)(O)OCC[N+](C)(C)C)c1	112	95	97	109	.	97	98	92
CCC(CC)C(=O)OCC(=O)[C@@]1(O)CC[C@H]2[C@@H]3CCC4=CC(=O)CC[C@]4(C)[C@H]3[C@@H](O)C[C@@]21C	114	97	125	89	50	105	97	99
CCc1ccc(Oc2c(-c3ccc(OCc4ccc(Cl)cc4)cc3O)n[nH]c2C(F)(F)F)cc1	13	3.4*	13	-3.2*	2.0*	7.7*	28	4.9*
Cc1ccc(-c2nn(-c3ccccc3)cc2C2CC(c3ccc(Cl)cc3)=NN2c2ccc(S(N)(=O)=O)cc2)cc1 (stereo not drawn)	109	56	59	66	68	67	95	46
CN(C)CC#Cc1ccc2ncc(C#N)c(Nc3ccc(F)c(Cl)c3)c2c1	.	51	.	54	50	65	56	79
CN(C)CCC(CCN(C)C)(C(=O)O)c1ccccc1	102	98	110	109	100	106	97	94
CCN(CC)CCNC(=O)C(F)(F)C(F)(F)C(F)(F)F	105	109	106	109	107	109	104	108
Cc1cc(N2CCN(CCNc3ccnc4cc(Cl)ccc34)CC2)nc(-n2ccnc2)n1	58	66	52	69	51	86	59	72
CC1=NN(c2ccc(S(=O)(=O)O)cc2Cl)C(=O)C1	107	115	113	123	104	107	102	94
Cn1cnc2c(N3CCN(C(=O)OCc4ccc5cccc(O)c5n4)CC3)nc(Cl)nc21	74	70	101	95	.	101	90	93
Cc1ccc(NC(=O)C(C)Cl)cc1Cl (stereo not drawn)	104	72	75	66	98	103	96	90
CCNC1CN(CCCOC)S(=O)(=O)c2sc(S(N)(=O)=O)cc21 (stereo not drawn)	109	97	64	83	93	107	101	104
O=C(Nc1ccc(Cl)cc1)Nc1nc2ccc([N+](=O)[O-])cc2s1	-37*	1.4*	-24*	-7.7*	.	-28*	-17*	-15*
Cc1ccc(O)c(Cc2ccccc2Cl)c1	108	93	.	82	81	78	90	102
COc1ccc(C(=O)COc2ccc(/C=C3\CSc4ccc(C)cc4C3=O)cc2)cc1	.	67	70	71	67	90	93	92
CSC(=S)N/N=C/c1cn(-c2ccccc2)nc1-c1cc2ccccc2oc1=O	71	39	34	43	43	66	78	44
CC/C=C/[C@@H]1C=C[C@@H]2CCC[C@H]2[C@@H]1CC[C@H](O)[C@H](C)N	-77*	-19*	-40*	-47*	-50*	-89*	-23*	-86*
CC1=C(CC(=O)O)c2cc(F)ccc2/C1=C\c1ccc(S(C)=O)cc1 (stereo not drawn)	112	94	107	97	102	107	103	123

Complete entries, quoted from the list. Screens in order: MDA-MB-468	K-562	SR	MOLT-4	RPMI-8226	MDA-MB-435	MDA-MB-231	MCF7
CC1=C(CC(=O)O)c2cc(F)ccc2/C1=C\c1ccc(S(C)=O)cc1 (stereo not drawn) is listed as 112	94	107	97	102	107	103	123
CC1=NN(c2ccc(S(=O)(=O)O)cc2Cl)C(=O)C1 is listed as 107	115	113	123	104	107	102	94
CC/C=C/[C@@H]1C=C[C@@H]2CCC[C@H]2[C@@H]1CC[C@H](O)[C@H](C)N is listed as -77*	-19*	-40*	-47*	-50*	-89*	-23*	-86*
Cc1ccc(-c2nn(-c3ccccc3)cc2C2CC(c3ccc(Cl)cc3)=NN2c2ccc(S(N)(=O)=O)cc2)cc1 (stereo not drawn) is listed as 109	56	59	66	68	67	95	46
Cc1cc(N2CCN(CCNc3ccnc4cc(Cl)ccc34)CC2)nc(-n2ccnc2)n1 is listed as 58	66	52	69	51	86	59	72

Looked up by compound from the entries so far (three):
SMILES	MDA-MB-468	K-562	SR	MOLT-4	RPMI-8226	MDA-MB-435	MDA-MB-231	MCF7
CC1=NN(c2ccc(S(=O)(=O)O)cc2Cl)C(=O)C1	107	115	113	123	104	107	102	94
COc1ccc(C(=O)COc2ccc(/C=C3\CSc4ccc(C)cc4C3=O)cc2)cc1	.	67	70	71	67	90	93	92
Cc1cc(N2CCN(CCNc3ccnc4cc(Cl)ccc34)CC2)nc(-n2ccnc2)n1	58	66	52	69	51	86	59	72

(continued)
SMILES	MDA-MB-468	K-562	SR	MOLT-4	RPMI-8226	MDA-MB-435	MDA-MB-231	MCF7
CC(=O)c1ccc2[nH]c(C)cc(=O)c2c1	109	102	96	104	105	111	121	97
O=C(O)CNCc1ccccc1	104	106	.	105	108	102	105	96
Cc1ccccc1NC(=O)Oc1ccc(Cl)cc1C(=O)c1ccccc1	88	96	94	86	86	103	85	105
C/C=C(/C)C(=O)O[C@@H]1CC(C)(C)CC2C34OC(=O)[C@@]21CC[C@@]3(C)[C@]1(C)CCC2C(C)(C)C(=O)CC[C@]2(C)C1C[C@@H]4Cl (stereo partly drawn)	81	86	108	100	91	102	93	98
COC(=O)C1=C(C)NC(C)=C(C(=O)OC)C1c1ccccc1[N+](=O)[O-]	99	112	.	107	96	102	88	93
C(=Nc1ccccc1)c1ccc[nH]1	108	121	105	110	104	105	90	100
COc1ccc(-c2nc(N/N=C/c3ccccc3F)nc(N3CCOCC3)c2C#N)cc1	106	95	60	86	104	108	95	87
CC(CO)CC1CCC(C(C)(C)C)CC1 (stereo not drawn)	102	108	97	108	109	106	97	92
COc1cc2nc(-c3cccs3)cc(OCCCN3CCC(O)CC3)c2cc1OC	84	89	62	42	91	98	71	86
O=c1ccn(CCOc2nc(-c3ccc(F)cc3)cc(-c3ccco3)n2)c(=O)[nH]1	105	102	69	96	93	.	107	88
O=Cc1cn(S(=O)(=O)c2ccc3ccccc3c2)c2ccccc12	68	47	48	74	58	73	77	59
Cc1cc(N=Nc2ccccc2)c(N)cc1N	89	97	89	89	105	102	88	81
Cc1ccccc1-n1c(C)nc2cc(N)ccc2c1=S	101	103	119	110	96	90	105	100
CNC(=O)c1cc(N2CCc3cc(NC(=O)Nc4ccc(Cl)c(C(F)(F)F)c4)ccc32)ccn1	57	34	46	36	34	53	67	30
CCCCCCCCCCCCO	105	96	95	93	101	110	99	94
Cc1cc(Nc2ncnc3ccc(NC4=NC(C)(C)CO4)cc23)ccc1Oc1ccn2ncnc2c1	-61*	10	-14*	17	24	44	-4.6*	21
CC(C)C1=CC23CCC4C(C)(C(=O)O)CCCC4(C)C2CC1C1C(=O)N(c2ccccc2)C(=O)C13 (stereo not drawn)	103	90	88	83	84	112	102	92
CCN1CCCCN(CC(=O)NC23CC4CC(CC(C4)C2)C3)CC1	97	95	94	100	98	79	92	95
Cc1ccccc1CC(=O)O	106	.	.	.	113	83	113	98
O=C(O)c1cn(C2CC2)c2cc(N3CCN(Cc4cc(O)ccc4O)CC3)c(F)cc2c1=O	37	78	92	107	74	94	78	85
CC[S+](CC)CC(=O)c1ccc(Br)cc1	112	.	.	.	105	112	95	99
Cc1ccc(C)c2c1sc1nc3nc4sc5cc(Cl)c(Cl)cc5n4c(=N)c3c(=N)n12	103	70	85	129	121	113	91	77
O=C(Oc1ccc(CO[N+](=O)[O-])cc1)c1ccccc1	-68*	-37*	-46*	-50*	-53*	-94*	-81*	-54*
Cn1c2ccc(F)cc2c2n[nH]c(=O)nc21	.	105	107	94	104	104	.	100
OCCN(CCO)c1ccc(Oc2ccccc2)cc1	99	98	.	101	89	110	103	108
COc1ccc(CNc2nc3ccc(OC/C(=C\F)CN)cc3o2)cn1	104	94	99	93	111	100	96	87
COc1ccc(/C=C2/C(=O)NC(SCC(=O)N3CCN(c4cc5c(cc4F)c(=O)c(C(=O)O)cn5C4CC4)CC3)=NC2N)cc1OC (stereo not drawn)	102	107	108	109	.	104	106	98
CCC(=O)c1ccc(OCc2ccccc2)cc1	91	90	90	83	40	97	98	95
O=C(COc1ccc(/C=C2\Oc3ccccc3C2=O)cc1)c1ccc(Cl)cc1	.	94	91	88	111	91	86	95
CCOP1(=O)OC(C)CN(C)c2oc(-c3ccc(C)cc3)nc21 (stereo not drawn)	99	97	102	104	112	107	117	101
Cc1cc(C)c(/C=C2\C(=O)Nc3c2ccc(Cl)c3Cl)[nH]1	101	91	64	92	81	100	78	85
CC(C)CCN(CCC(C)C)CC(O)c1cc2c(c3ccccc13)CCCC2 (stereo not drawn)	54	44	12	56	49	98	38	78
N#CC1=C(Nc2ccccc2Cl)SC(c2c(Cl)cccc2Cl)NC1=O (stereo not drawn)	64	76	.	69	39	72	.	45
c1ccc(-c2ccc3c(c2)NC(C2Nc4cc(-c5ccccc5)ccc4O2)O3)cc1 (stereo not drawn)	.	113	.	.	.	104	110	97
C=CCN=C1NC(=O)/C(=C/c2cc(C(C)(C)C)c(O)c(C(C)(C)C)c2)S1	43	31	33	47	92	-3.0*	87	44
O=C1NC(=O)c2cc([N+](=O)[O-])ccc21	96	119	95	97	71	105	107	107
CC(CN(C)C)CN1c2ccncc2Sc2ccncc21 (stereo not drawn)	.	91	.	96	95	99	94	105
CCCC/C(=C\c1ccc(O)c(OC)c1)C(=O)NC(Cc1ccccc1)C(=O)C(=O)NCCc1ccc(OC)cc1 (stereo not drawn)	80	58	84	34	.	.	85	66
CCOC(=O)n1cc(-c2nonc2-c2cn(C)c3ncccc23)c2ccccc21	-8.6*	41	60	70	78	50	64	35
CC(C)=CCC/C(C)=C/CC/C(C)=C/CCc1cc(C)oc1C	99	36	29	21	10	98	96	71
N=C(N)c1ccc(-c2ccc(-c3ccc(Cl)cc3Cl)o2)cc1	-84*	-13*	3.0*	-29*	.	-64*	-70*	-74*
Oc1ccc(-c2nc3ccc4[nH]ncc4c3c3c2CCCC3)c(F)c1	18	19	-1.3*	2.0*	33	-23*	60	27
